TEAD-YAP block: TEAD-YAP interaction inhibition | inhibition, % at 9.12 µM | hit rate 1.4% among 640,000 | AID 1259422 | HEK-TIYL cells, TEAD-Gal4/YAP UAS-luciferase luminescence; in the data active = inhibition above about 32%;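 note: 0% = median of test compound wells and 100% = reference inhibitor wells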
GPR151 activ: activators of human GPR151. Q8TDV0. PathHunter beta-arrestin GPR151 cells, luminescence. activation, % at 11.2 µM. hit rate 1% among 650,000. AID 1508602; in the data active = activation above about 4.9%;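 note: 0% = median of compound wells and 100% = cells with positive control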
Target sequence (Q8TDV0 whole entry, looked up): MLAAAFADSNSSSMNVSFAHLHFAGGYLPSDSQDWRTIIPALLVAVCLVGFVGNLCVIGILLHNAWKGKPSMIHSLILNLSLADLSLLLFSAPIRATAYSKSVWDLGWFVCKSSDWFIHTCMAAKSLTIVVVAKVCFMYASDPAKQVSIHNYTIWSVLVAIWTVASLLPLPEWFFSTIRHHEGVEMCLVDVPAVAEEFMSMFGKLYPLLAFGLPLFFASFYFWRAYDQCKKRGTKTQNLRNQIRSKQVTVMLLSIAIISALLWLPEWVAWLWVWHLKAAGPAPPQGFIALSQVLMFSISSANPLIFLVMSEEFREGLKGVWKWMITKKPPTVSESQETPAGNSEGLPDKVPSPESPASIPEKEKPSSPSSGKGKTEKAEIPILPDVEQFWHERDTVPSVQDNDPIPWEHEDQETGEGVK
MITF inh: inhibitors of human MITF; O75030; AlphaScreen MITF homodimerization, bead proximity signal; inhibition, % at 2.6 µM; hit rate 0.91% among 650,000; AID 1259374; in the data active = inhibition above about 50%;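 note: 0% = vehicle wells with protein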
Target sequence (O75030 whole entry, looked up): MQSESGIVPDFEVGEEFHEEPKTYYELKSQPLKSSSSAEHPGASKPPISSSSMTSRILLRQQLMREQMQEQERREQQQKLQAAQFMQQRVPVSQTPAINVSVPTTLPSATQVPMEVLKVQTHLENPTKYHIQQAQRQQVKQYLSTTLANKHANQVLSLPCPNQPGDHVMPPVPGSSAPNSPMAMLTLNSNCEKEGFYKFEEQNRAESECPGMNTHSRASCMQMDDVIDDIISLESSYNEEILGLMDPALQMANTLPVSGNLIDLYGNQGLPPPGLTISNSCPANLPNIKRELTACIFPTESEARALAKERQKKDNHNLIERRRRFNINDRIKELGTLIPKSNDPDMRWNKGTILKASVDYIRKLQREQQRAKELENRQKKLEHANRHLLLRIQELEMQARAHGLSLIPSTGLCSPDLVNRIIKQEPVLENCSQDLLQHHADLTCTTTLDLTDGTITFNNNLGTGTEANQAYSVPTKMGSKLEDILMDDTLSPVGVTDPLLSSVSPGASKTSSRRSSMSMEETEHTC
FBW7 act: activators of human E3 ligase FBW7 | Q969H0 | AlphaScreen FBW7–phospho-cyclin E peptide binding, activator screen | normalized activity (activation), % at 26.1 µM | hit rate 0.13% among 650,000; in the data active = normalized activity above about 1.9%;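 note: purified mutant Fbw7 with reduced substrate affinity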
Active calls of the source: *; & = joins results of further samples.

# | Structure | TEAD-YAP block | GPR151 activ | MITF inh | FBW7 act
1 | CC(C)c1ccc(C2c3c(-c4ccccc4)n[nH]c3C(=O)N2c2ccccc2)cc1 (stereo not given) | -19 | 1.2 | -2 | 0.0
2 | O=C(COc1ccccc1)N1CCN=C1SCc1ccccc1 | -7 | -0.1 | 3 | 0.0
3 | CCOC(=O)C1(CCOc2ccccc2)CCN(C2CSCCSC2)CC1 | 5 | -0.6 | 9 | -0.2
4 | Cc1ccc(C)c(C(=O)Nc2ccncc2)c1 | 3 | -0.6 | 4 | 0.1
5 | CCOc1ccc(-n2cc(-c3ccccc3)c3c(SC(C)C(=O)OC)ncnc32)cc1 (stereo not given) | -5 | 0.2 | 17 | 0.2
6 | O=C(N/C(=C/c1ccc(Br)cc1)C(=O)N1CCCCCC1)c1ccccc1F | -2 | -2.0 | 4 | -0.2
7 | Cc1ccc(C(O)CNC(=O)/C=C/c2cccs2)o1 (stereo not given) | -7 | -1.2 | 16 | 0.6
8 | O=C(CCS(=O)(=O)Cc1ccccc1)N1CCN(c2ccccc2)CC1 | 0 | -0.6 | 12 | 0.8
9 | CC(Sc1ccsc1[N+](=O)[O-])C(=O)N1CCN(c2ccccn2)CC1 (stereo not given) | -13 | -1.1 | -3 | -0.1
10 | Cc1ccc2c(c1)c(=O)c1ccccc1n2CC(=O)Nc1cc(C)on1 | 5 | -1.1 | 1 | 0.1
11 | CC1(C)CC2CC(C)(CN2C(=O)COC(=O)c2ccc3ccccc3n2)C1 (stereo not given) | 2 | 1.1 | 1 | 0.0
12 | O=C(Nc1ccccc1[N+](=O)[O-])c1cc(S(=O)(=O)N2CCOCC2)ccc1Cl | -2 | 1.2 | -3 | -0.2
13 | Cc1cc(NC(=O)CSc2nc3ccccc3c(=O)n2NC(=O)CCc2c[nH]c3ccccc23)no1 | 3 | -1.0 | 4 | -0.1
14 | CC(=O)N(C1=C(N2CCCCC2)C(=O)c2ccccc2C1=O)C1CCCCC1 | 0 | -0.5 | 11 | -0.6
15 | Cc1cc(C)c(C(=O)Nn2c(-c3ccc(Br)cc3)nc3ccccc3c2=O)cc1C | -7 | 0.7 | 0 | -0.3
16 | CCOC(=O)c1c(C2COc3ccccc3O2)csc1NC(=O)c1ccco1 (stereo not given) | 2 | 0.4 | -14 | 0.1
17 | NC(=O)NC(=O)COc1ccc(F)cc1Br | -23 | 8.2* | 3 | 0.0
18 | O=c1[nH]c2ccc(S(=O)(=O)Nc3ccc4c(c3)OCCO4)cc2o1 | 6 | 0.8 | 10 | -0.1
19 | NC(=O)C1CCN(S(=O)(=O)c2cc(C(=O)Nc3ccc(Cl)c(Cl)c3)ccc2F)CC1 | -5 | -1.3 | 6 | 0.8
20 | CC(=O)N(CN1C(=O)c2ccc(Br)cc2C1=O)c1cc(Br)ccc1C | -1 | -0.9 | 17 | 0.0
21 | Cc1c(Cl)cccc1N=Cc1nc(/C=C/c2cccc([N+](=O)[O-])c2)oc1O | -8 | 0.6 | 0 | 0.3
22 | COc1cccc(C(=O)NC(NCC2CCCO2)(C(F)(F)F)C(F)(F)F)c1 (stereo not given) | -3 | -0.3 | -6 | 0.7
23 | C=CCNC(=O)c1c[nH]c2ccc(S(=O)(=O)N(C)c3ccc(Cl)cc3F)cc2c1=O | 9 | 1.9 | -1 | -0.1
24 | O=C(CSc1nnnn1-c1ccccc1)N1CCCc2ccccc21 | 6 | -0.1 | 20 | 0.1
25 | O=C(NCC1CCCO1)c1sc(=S)n2c1[nH]c(=O)c1sccc12 (stereo not given) | 0 | -0.7 | 14 | 1.1
26 | O=C1C(=O)N(Cc2cccnc2)C(c2ccc(Br)cc2)/C1=C(\O)c1ccc(F)cc1 (stereo not given) | 2 | -0.8 | -3 | -0.1
27 | COC(=O)Nc1ccc(S(=O)(=O)N2c3ccccc3CCC2C)cc1 (stereo not given) | 53* | 1.4 | -8 | 0.1
28 | CC(C)c1ccc2oc(-c3ccc(NC(=O)c4cccc(Cl)c4)cc3)nc2c1 | 8 | 2.9 | -1 | -0.1
29 | Cc1sc(NC(=O)c2cc(Cl)ccc2Cl)c(C(N)=O)c1C | -5 | 0.5 | 18 | 0.1
30 | CCOC(=O)c1cc(-c2ccccc2)sc1NC(=O)CCN1CCOCC1 | 4 | -0.4 | -9 | -0.1

Next part (2 carried over from the part before).
# | Structure | TEAD-YAP block | GPR151 activ | MITF inh | FBW7 act
29 | Cc1sc(NC(=O)c2cc(Cl)ccc2Cl)c(C(N)=O)c1C | -5 | 0.5 | 18 | 0.1
30 | CCOC(=O)c1cc(-c2ccccc2)sc1NC(=O)CCN1CCOCC1 | 4 | -0.4 | -9 | -0.1
31 | CCN1CCN(CCCOc2ccc(Cl)cc2Br)CC1 | -15 | 2.5 | 68* | -0.3
32 | C=CCN(CC=C)C(=O)CC1(c2ccccc2)CC(=O)N(Cc2cccnc2)C1=O (stereo not given) | 7 | -0.8 | -14 | -0.2
33 | COCCN(C(=S)Nc1ccc(C)cc1Cl)C1CCN(C(C)=O)CC1 | 6 | -0.6 | 4 | 0.0
34 | C[C@H]1NC(=O)[C@@H]2C[C@H](NC(=O)c3ccc(Br)cc3)CN2C1=O | 4 | 0.1 | 17 | 0.2
35 | Cc1ccc(C(=O)O/N=C(\N)c2cccc([N+](=O)[O-])c2)cc1 | -42 | -0.6 | 13 | 0.1
36 | CCCN(CCC)C(=O)c1ccc2nc(-c3ccc(OC)c(OC)c3)c(-c3ccc(OC)c(OC)c3)nc2c1 | -5 | 0.0 | -7 | 0.4
37 | O=C(/C=C/c1ccccc1[N+](=O)[O-])Nc1nccs1 | -41 | -2.4 | 0 | 0.3
38 | COc1ccccc1C1(CNC(=O)c2c(-c3ccccc3Cl)noc2C)CCOCC1 | 8 | 0.1 | -1 | -0.1
39 | CCOc1ccc(/C=N/NC(=O)C2(O)c3ccccc3-c3ccccc32)cc1 | 8 | -0.6 | 4 | 0.6
40 | Cc1ccc(N=NNc2cccc([N+](=O)[O-])c2)cc1 | -4 | 5.9* | -4 | 0.1
41 | CCCS(=O)(=O)N1CCN(C(=O)c2ccc([N+](=O)[O-])cc2)CC1 | 4 | 0.0 | -2 | 0.0
42 | COc1cc(C(=O)OCC(=O)c2ccc(Br)s2)c([N+](=O)[O-])cc1OC | -5 | -1.3 | -3 | -0.2
43 | CC1C(=O)CC(c2ccco2)NC1c1ccco1 (stereo not given) | 3 | -1.3 | 14 | 0.1
44 | CCOC(=O)Cn1c(=O)oc2cc(S(=O)(=O)Nc3cccc(Cl)c3C)ccc21 | -6 | -0.1 | 2 | -0.4
45 | Brc1cccc(-c2nnc3sc(CNC4CCCC4)cn23)c1 | 13 | 3.8 | 3 | 0.1
46 | Cc1cc(C)n2nc(S(=O)(=O)Nc3c(Cl)nc(C)c(Cl)c3C)nc2n1 | 4 | 0.3 | 6 | 0.2
47 | COc1ccc(C(=O)c2c(N)c(C#N)c(C)n2-c2ccccc2)cc1 | 18 | -0.5 | 14 | 0.7
48 | CCCCNS(=O)(=O)c1ccc(NC(=O)c2cc(Cl)ccc2OC)cc1 | 10 | 0.9 | 14 | 0.1
49 | CC(=O)Nc1ccc(Nc2nc(NCc3ccc4c(c3)OCO4)ncc2C)cc1 | 19 | -2.3 | 24 | 0.1
50 | O=C1c2ccccc2C(=O)C1c1ccccc1 | 4 | 2.5&-0.9 | -4&19 | 0.0&0.2
51 | O=C(/C=C/c1ccc(Cl)c(Cl)c1)N1CCCC1 | -41 | 0.2 | 12 | 0.0
52 | CCCn1nc(C(=O)NNC(=O)Cc2nc3ccccc3n2C)c2ccccc2c1=O | 0 | 0.3 | 5 | -0.4
53 | Cc1ccc(/C=C2\N=C(c3ccccc3Br)OC2=O)o1 | -9 | -1.5 | 9 | 0.8
54 | Cc1cnc(Cl)nc1NCc1cccc(C(F)(F)F)c1 | 3 | 0.9 | 10 | 0.0
55 | Cc1cc(C)c(S(=O)(=O)Nc2ccccc2C(=O)O)c(C)c1 | -5 | -0.2 | 2 | 0.0
56 | CCOC(=O)CNC(=O)c1ccc(C(C)C)cc1 | 48* | -1.6 | 4 | -0.1
57 | Cc1nc2nc(CNC(=O)OC(C)(C)C)nn2c(C)c1CCC(=O)NCc1ccccc1 | 6 | -0.3 | 16 | 0.8
58 | Cc1sc2nc(C(C)C)nc(SCC(=O)NC3CC3)c2c1C | -3 | 3.0 | -1 | 0.0
59 | CC1CCc2c(sc3ncn4c(=O)n(CC(=O)N(C(C)C)C(C)C)nc4c23)C1 (stereo not given) | 4 | -0.5 | 12 | 0.2
60 | C/C(=C\c1ccccc1)C(=O)CCN(C)C | 17 | -0.6 | 2 | -0.1
61 | COc1cc(C=O)cc(Cl)c1OC1CCCC1 | 2 | 0.7 | 1 | -0.1
62 | CN1CCN(C(=O)c2cc3ncc(Br)cn3n2)CC1 | -1 | 0.9 | -5 | 0.1
63 | Cc1c(-c2cccs2)[n+](=O)c2c(n1[O-])CCCC2 | 5 | -1.3 | 8 | 0.6
64 | COc1ccc2oc(=O)c(C(=O)Nc3ccc(C)cc3Br)cc2c1 | 1 | 0.8 | -1 | -0.1
65 | Cc1c(C(=O)N2CCC3(CC2)OCCO3)sc2ncn(CC(=O)N3CCCCC3)c(=O)c12 | -7 | 2.4 | -8 | 0.0
66 | CCCOc1ccc(C2NC(=O)NC(C)=C2C(=O)OCc2ccccc2)cc1 (stereo not given) | -5 | 1.0 | 16 | 0.2
67 | CCN(CC)c1nc(Nc2nc3ccccc3n2C)nc(NC2CC2)n1 | 6 | 7.5* | 17 | 0.2
68 | Cc1nc(NCc2cccn2-c2nccs2)sc1-c1ccn(CC2CCCCO2)n1 (stereo not given) | -3 | 1.0 | -13 | 0.0
69 | O=C(O)CNS(=O)(=O)c1ccc2c(c1)OCCCO2 | 7 | 0.6 | -11 | 0.2
70 | O=C(NCCc1ccccc1)c1ccc([N+](=O)[O-])cc1 | -19 | -0.7 | 28 | 0.2
71 | CCCCCn1c(SCC(=O)OCC)nc2cc(C(=O)N3CCOCC3)ccc2c1=O | -8 | -1.1 | -4 | 0.0
72 | O=C(/C=C/c1ccccc1Cl)N1CCN(c2ncccn2)CC1 | 6 | -0.4 | 17 | 1.2
73 | Cc1ccc(Nc2nc(C(F)(F)F)c(-c3ccc(Cl)cc3)s2)c(C)c1 | 7 | -1.1 | 12 | 0.0
74 | Cc1ccc2c(c1)C(=O)C(=O)N2CN1CCCCC1 | 10 | 0.6 | 0 | -0.3
75 | COc1ccc(C2=C/C(=C/c3ccccc3F)C(=O)O2)cc1OC | 7 | -0.1 | -4 | 0.5
76 | CCOc1ccc(NC(=O)C2CCN(c3nccc(C)n3)CC2)cc1 | -4 | 1.1 | -7 | -0.1
77 | CCCc1nc(-c2ccc(Br)cc2)no1 | 15 | 0.3 | 6 | 0.3
78 | O=C(OCCCN1C(=O)c2cccc3c(N4CCOCC4)ccc(c23)C1=O)c1cccc([N+](=O)[O-])c1 | 8 | 0.4 | 6 | 0.1
79 | COC(=O)CCCCCN1C(=O)/C(=C\c2ccncc2)SC1=S | 2 | -0.1 | 4 | 0.5
80 | O=c1c2ccccc2n(Cc2cccc([N+](=O)[O-])c2)c(=O)n1Cc1ccc2c(c1)OCO2 | -5 | 0.0 | -5 | -0.1
81 | Clc1ccc(CNCc2ccccc2)cc1 | -5 | -1.5 | 10 | 0.0
82 | Cc1ccc(-c2csc(NC(=O)c3ccc(S(=O)(=O)N(C)C)cc3)n2)c(C)c1 | 35* | 2.6 | 3 | 0.1
83 | COc1ccc(CNC(=O)c2c(O)c3cccc4c3n(c2=O)CCC4)cc1OC | 10 | -0.4 | 2 | 0.0
84 | Fc1ccccc1-c1ccc(NCCc2ccncc2)nc1 | -5 | 1.0 | 13 | 0.1
85 | CCOc1ccc(-n2c(SCC(=O)Nc3ccc(OC)cc3)nc3sc4c(c3c2=O)CCCC4)cc1 | 3 | 1.0 | 15 | 0.0
86 | Nc1ncn(C(=O)c2ccco2)n1 | 7 | -0.4 | 13 | 0.1
87 | CC(C)(CO)NCc1cccc(OCc2ccc(Cl)cc2)c1 | -20 | -0.2 | 0 | -0.1
88 | COc1ccc(C(=O)OCC(=O)Nc2ccccc2Cl)cc1 | -2 | -1.3 | 2 | 0.1
89 | Cc1cc(C)cc(OC(=O)CN2C(=O)c3ccccc3C2=O)c1 | 6 | 0.4 | -3 | -0.1
90 | CCOC(=O)CSc1nnc(CSc2ncccn2)n1-c1ccc(Cl)cc1 | 0 | -0.5 | -10 | -0.1

Further structures
# | Structure | TEAD-YAP block | GPR151 activ | MITF inh | FBW7 act
91 | Cc1cc(C)n(-c2nc3ccccc3nc2N2CCOCC2)n1 | -3 | 0.9 | 14 | 0.6
92 | Cc1ccc(C(=O)NC2=C(C(=O)c3ccccc3)N(C)S(=O)(=O)c3ccccc32)cc1 | -7 | 0.9 | -3 | 0.1
93 | CCOCC(=O)Nc1cc(C)nn1-c1nc(-c2ccccc2)cs1 | -5 | -0.5 | 8 | 0.2
94 | Cc1ccc(C(=O)OCCN2C(=O)c3ccccc3C2=O)cc1 | -9 | 0.6 | 10 | 0.3
95 | COc1ccc(C(=O)COC(=O)c2cccc3c2C(=O)c2ccccc2C3=O)cc1 | -3 | -1.4 | 12 | 0.1
96 | COc1coc(C(=O)N2CCN(c3ccccc3F)CC2)cc1=O | 4 | -0.6 | 5 | 0.1
97 | CC(C)(C)c1ccc(C(=O)NCC(=O)OC/C(O)=C(\C#N)c2nc3ccccc3[nH]2)cc1 | 8 | -1.1 | 6 | 0.0

Complete entries from above:
COc1ccc(C(=O)COC(=O)c2cccc3c2C(=O)c2ccccc2C3=O)cc1 reads TEAD-YAP block = -3; GPR151 activ = -1.4; MITF inh = 12; FBW7 act = 0.1
Cc1ccc(C(=O)NC2=C(C(=O)c3ccccc3)N(C)S(=O)(=O)c3ccccc32)cc1 reads TEAD-YAP block = -7; GPR151 activ = 0.9; MITF inh = -3; FBW7 act = 0.1
